High-throughput results: PubChem BioAssay, National Center for Advancing Translational Sciences (NCATS)
BCR signal inh: qHTS Assay to Find Inhibitors of Chronic Active B-Cell Receptor Signaling. ABC-DLBCL IkBa-CBG/CBR reporter, luminescence ratio, 4 h. Potency, µM (titrated, usually from 46.1 µM), inactives show at the top dose ratio change, negative = lower green/red ratio, hits mostly inhibitors. 340,000 tested, 0.05% active; active means well fitted inhibition curve with a large enough effect in the signal ratio, with a control signal flat, not every such curve was filed as active; inconclusive means small, poorly fitted or top-dose-only effect, or effect the other way, or a change in a side signal; the % refers to the signal ratio;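 further: potency means the concentration at half of the fitted maximal effect; plate controls were basal doxycycline-induced cells for no effect and cells given 10 µM MG132 for full effect; MG132 reads +100%, hits lower the ratio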
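Compounds up to 46 uM were incubated four hours with TMD8 cells whose green CBG68 luciferase is fused to IkappaBalpha; red CBR luminescence normalised the signal, and concentration-effect curves were fitted to fusion, red and ratio data.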
PKM2 act: qHTS Assay for Activators of Human Muscle isoform 2 Pyruvate Kinase; 260,000 tested, 0.34% active; Potency, µM (series often up to 57.5 µM), for inactives: at the top dose activation, most hits filed as activators; purified PKM2, Kinase-Glo ATP luminescence, activation; response scale: 0% is enzyme alone, no compound; AID 1631, 2009; Pyruvate kinase PKM (Homo sapiens), P14618; further: potency means the concentration at half of the fitted maximal effect; on the % scale 0 is the no-effect control and ±100 the full control effect; nearly all actives have a fitted effect of over 55% in size
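Kinase-Glo luminescence reports ATP generated from ADP (0.1 mM) and PEP (0.5 mM) by purified hPK-M2 after 1 h at room temperature, pH 7.2 imidazole buffer; intermediate enzyme activity allows detecting inhibitors and activators.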
Menin MLL FP TR: qHTS Assay for Inhibitors Targeting the Menin-MLL Interaction in MLL Related Leukemias: Competition With Texas Red Labeled MLL-derived Mutant Peptide; O00255; Menin + Texas Red MLL mutant peptide, fluorescence polarization; Potency, µM (titrated, usually from 61.6 µM), without a hit: at the highest dose FP activity change, negative = inhibition, most hits filed as inhibitors; 270,000 tested, 0.23% active; active means well fitted inhibition curve with a large enough effect in the polarisation, with a control signal flat, not every such curve was filed as active; inconclusive means small, poorly fitted or top-dose-only effect, or effect the other way, or a change in a side signal; inactive means no such curve, though single readings can be large or run the other way; the % refers to the polarisation; further: potency means the concentration at half of the fitted maximal effect; % of control where 0% means no effect; many of its hits are not listed in these tables
hERG WT inh: qHTS for Inhibitors of KCHN2 3.1: Wildtype qHTS; activity change, % at 1.84 µM; 340,000 tested, 0.37% active; U2OS, BacMam KCNH2, thallium flux FluxOr; active compounds read low; Voltage-gated inwardly rectifying potassium channel KCNH2 (Homo sapiens), Q12809; AID 720551, 2013;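 active means maximum activity change below -70%; inconclusive means maximum activity change between -70% and -50%; inactive means maximum activity change above -50%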; further: on the % scale 0 is the no-effect control and ±100 the full control effect
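U2OS cells were transduced with wild-type KCNH2 virus (2.03 x 10^8 / mL) for 4 h at room temperature, then cultured overnight at 37 C. Thallium flux was read with FluxOr dye. Rate constants were normalized to DMSO controls.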
MBNL1 CUG block: qHTS Assay for Inhibitors of MBNL1-poly(CUG) RNA binding; 280,000 tested, 0.036% active; Muscleblind-like protein 1 (Homo sapiens), Q9NR56; Potency, µM (titrated, usually from 57.5 µM), inactives show at the top dose activity change, negative = inhibition, actives largely listed as inhibitors; TR-FRET MBNL1-His/biotin-(CUG)12 binding, 665/545 ratio; active means well fitted inhibition curve with a large enough effect in the signal ratio, with a control signal flat, not every such curve was filed as active; inconclusive means small, poorly fitted or top-dose-only effect, or effect the other way, or a change in a side signal; inactive means no such curve, though single readings can be large or run the other way; the % refers to the signal ratio; further: potency means the concentration at half of the fitted maximal effect; on the % scale 0 is the no-effect control and ±100 the full control effect
Target sequence (Q9NR56 whole entry, looked up): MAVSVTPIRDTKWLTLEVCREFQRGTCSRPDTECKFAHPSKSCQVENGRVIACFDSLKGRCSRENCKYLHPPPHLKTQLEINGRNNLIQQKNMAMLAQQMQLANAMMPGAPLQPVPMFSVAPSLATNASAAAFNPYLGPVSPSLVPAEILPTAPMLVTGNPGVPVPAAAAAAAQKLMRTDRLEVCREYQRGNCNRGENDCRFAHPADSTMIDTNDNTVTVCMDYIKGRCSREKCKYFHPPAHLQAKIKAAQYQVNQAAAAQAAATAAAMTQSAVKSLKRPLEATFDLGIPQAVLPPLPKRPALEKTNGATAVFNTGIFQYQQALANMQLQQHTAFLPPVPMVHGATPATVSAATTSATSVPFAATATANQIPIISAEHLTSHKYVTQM
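Inhibition of protein-RNA binding appears as loss of TR-FRET between terbium anti-His antibody on MBNL1-His and streptavidin-XL665 on biotin-(CUG)12. Activity is normalized to buffer-only and uninhibited-complex controls.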
GALK inhibitor: qHTS Assay for Inhibitors of Human Galactokinase (GALK). 270,000 tested, 0.007% active. AID 1868, 2009. Potency, µM (top dose mostly 57.5 µM), for inactives: at the highest dose activity change, negative = inhibition, hits mostly inhibitors. P51570. Purified GALK, Kinase-Glo residual ATP luminescence; further: potency means the concentration at half of the fitted maximal effect; on the % scale 0 is the no-effect control and ±100 the full control effect
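Luminescence from leftover ATP (Ultra-Glo luciferase/luciferin) served as read-out after a 1 h room-temperature reaction of 5 nM GALK with 35 uM ATP and 100 uM galactose.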
Eya2 phos inh: qHTS Assay for Inhibitors of the Phosphatase Activity of Eya2 | Potency, µM (highest dose often 76.9 µM), without a hit: at the highest dose activity, negative = inhibition, hits mostly inhibitors | AID 488837, 2010 | Protein phosphatase EYA2 (Homo sapiens), O00167 | 330,000 tested, 0.006% active | recombinant Eya2, OMFP fluorescence dephosphorylation (OMFP is methylfluorescein phosphate); further: potency means the concentration at half of the fitted maximal effect; on the % scale 0 is the no-effect control and ±100 the full control effect
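Eya2 (0.2 uM) preincubated 10 min at ambient with compound, then OMFP substrate added at 50 uM; 10 min reaction in 50 mM HEPES pH 7.5, 50 mM NaCl, 5 uM MgCl2, 0.05% BSA, 1 mM DTT. Fluorescence read at Ex 485/Em 525 nm.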
Mito fusion yeast: qHTS Assay for Small Molecule Inhibitors of Mitochondrial Division or Activators of Mitochondrial Fusion | S. cerevisiae fusion-defective mutant growth rescue, CellTiterGlo 48 h | Potency, µM (titrated, usually from 46.1 µM), inactives show at the top dose growth rescue (activation), hits mostly activators | 320,000 tested, 0.23% active | AID 485298, 2010;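 further: potency means the concentration at half of the fitted maximal effect; % of control where 0% means no effect; nearly all actives have a fitted effect of over 45% in size; temperature-sensitive fusion mutants such as fzo1-1 at 37 °C on non-fermentable ethanol glycerol medium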
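Temperature-sensitive fusion-defective S. cerevisiae (e.g. fzo1-1, mgm1-5) were grown with compound in YPEG medium (3% ethanol, 3% glycerol) for 48 hours at 37C. Growth rescue was measured as viability by CellTiterGlo luminescence after 10 minutes at ambient.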
ASM inhibitor: Inhibitors of Secretory Acid Sphingomyelinase (S-ASM): qHTS; Sphingomyelin phosphodiesterase (Homo sapiens), P17405; placental ASM, HMU-PC fluorogenic substrate, 60 min; Potency, µM (doses to about 57.5 µM), for inactives: at the highest dose activity change, negative = inhibition, most hits filed as inhibitors; 340,000 tested, 0.006% active; AID 504937, 2011; further: potency means the concentration at half of the fitted maximal effect
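Steps: dispense placental human ASM, pin compound, wait 10 min at room temperature, add HMU-PC0 substrate at 9 uM final, incubate 60 min at 37 °C, add stop solution raising pH to 10, read fluorescence.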
TSHR antagonist: Antagonists of the Thyroid Stimulating Hormone Receptor: HTS campaign. Thyrotropin receptor (Homo sapiens), P16473. TSHR-expressing cells, TSH-stimulated cAMP HTRF, 2 h; active compounds read low. activity change, negative = inhibition, % at 11.5 µM. 330,000 tested, 0.2% active;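 active means activity change below a set negative limit, meaning inhibition stronger than a set level, cut at about -70% in these data; inconclusive means activity change between two set negative limits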; further: on the % scale 0 is the no-effect control and ±100 the full control effect
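Inhibition of cAMP made by TSHR-expressing cells under TSH stimulation (4nM final, EC80; 2 h, 37 deg C) is quantified with a one-step lysis HTRF kit, anti-cAMP cryptate versus cAMP-d2.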
USP2a block: qHTS Assay for Inhibitors of Ubiquitin-specific Protease USP2a Using CHOP2 as the Reporter | Ubiquitin carboxyl-terminal hydrolase 2 (Homo sapiens), O75604 | Potency, µM (titrated, usually from 38.3 µM), inactives show top-dose activity change, negative = inhibition, usual class: inhibitors | 330,000 tested, 0.01% active | USP2 core, Ub-CHOP2 coupled fluorogenic reporter, 485/531;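 further: potency means the concentration at half of the fitted maximal effect; plate controls were DMSO wells for no effect and full inhibition by NEM control for full effect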
Target sequence (O75604 whole entry, looked up): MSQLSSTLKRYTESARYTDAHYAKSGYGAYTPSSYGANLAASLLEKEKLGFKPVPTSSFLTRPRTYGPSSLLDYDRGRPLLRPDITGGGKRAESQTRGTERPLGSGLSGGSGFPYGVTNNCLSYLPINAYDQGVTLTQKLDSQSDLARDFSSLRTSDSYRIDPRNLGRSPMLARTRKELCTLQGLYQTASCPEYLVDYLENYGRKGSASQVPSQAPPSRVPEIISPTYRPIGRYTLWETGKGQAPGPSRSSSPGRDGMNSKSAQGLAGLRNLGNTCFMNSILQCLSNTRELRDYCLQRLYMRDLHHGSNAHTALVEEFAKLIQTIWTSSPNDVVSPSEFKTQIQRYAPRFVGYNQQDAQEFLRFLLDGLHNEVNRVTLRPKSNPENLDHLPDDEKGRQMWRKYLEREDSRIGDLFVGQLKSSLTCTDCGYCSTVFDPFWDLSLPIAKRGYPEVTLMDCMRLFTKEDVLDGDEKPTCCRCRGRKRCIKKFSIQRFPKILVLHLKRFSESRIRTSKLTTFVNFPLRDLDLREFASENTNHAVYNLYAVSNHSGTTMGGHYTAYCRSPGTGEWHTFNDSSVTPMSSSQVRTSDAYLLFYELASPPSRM
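USP2 core (10nM final) preincubated 30min RT with compound in 20mM Tris-HCl pH 8.0, 2mM CaCl2, 2mM beta-mercaptoethanol, 0.05% CHAPS; 25nM Ub-CHOP2 plus 25nM reporter substrate added, fluorescence (Ex485/Em531) read after 60min.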
Active calls of the source: *; ? = inconclusive; . = no result given; [ ] = remark or other dose. Unless noted, the call rests on the fitted dose curve; in most records, active means well fitted curve in the direction sought with a large enough effect; inconclusive means small, poorly fitted or top-dose-only effect, or another doubt; inactive means no such curve, though single readings can be large; an effect the other way counts as inactive or inconclusive.

SMILES	BCR signal inh	PKM2 act	Menin MLL FP TR	hERG WT inh	MBNL1 CUG block	GALK inhibitor	Eya2 phos inh	Mito fusion yeast	ASM inhibitor	TSHR antagonist	USP2a block
O=C(Nc1cccc(S(=O)(=O)NC2=NCCCCC2)c1)c1cc(-c2ccc(Cl)cc2)nc2ccccc12	2.8%	-1.8%	-8.4%	-7.2	4.5%	2.9%	-5.8%	0.3%	-10.3%	-8.8	1.0%
COc1ccc(CNC(=O)CCN2C(=S)NC(C)(C)CC2C)cc1 (configuration not stated)	-1.0%	.	13.1%	-10.6	-7.0%	1.2%	4.1%	-4.9%	3.0%	4.0	1.6%
Cc1ccc(-c2nc(C#N)c(N3CCC(C(N)=O)CC3)o2)cc1	-2.3%	-0.9%	1.6%	7.7	1.4%	2.5%	2.0%	6.9%	5.4%	6.6	-0.2%
COc1ccc(C(O)C(CN2CCOCC2)c2ccccc2)cc1F (configuration not stated)	4.9%	-15.6%	?	-0.8	-9.4%	1.2%	25.2%	0.4%	4.4%	27.6	1.3%
O=C(NCCC(=O)N(CCc1ccccc1)Cc1ccccc1)c1ccccc1Cl	-0.1%	.	.	10.9	.	.	15.9%	20.9%	4.1%	-8.3	0.5%
COc1ccc(OC)c(NC(=O)C2CCN(c3ncccn3)CC2)c1	?	1.7%	-3.4%	7.0	4.1%	-1.0%	-1.3%	-2.4%	-1.2%	6.0	2.6%
Cc1nn(-c2ccc(F)cc2)c(Cl)c1/C=N/NC(=O)c1cccc(S(=O)(=O)N2CCCC2)c1	2.4%	-2.0%	4.3%	-0.4	-5.4%	-2.8%	2.3%	-3.4%	1.5%	5.0	0.2%
CC1CN(S(=O)(=O)c2ccc(C(=O)NC3CCCCC3)cc2)CC(C)O1 (configuration not stated)	-5.9%	.	.	1.9	.	.	-11.4%	.	2.1%	5.5	0.1%
O=C(Nc1ccccc1F)c1ccc([N+](=O)[O-])s1	?	-12.4%	28.1%	4.9	.	0.8%	-18.8%	-14.5%	-7.3%	-0.7	0.0%
CCC(c1nnnn1Cc1ccco1)N(CCN1CCOCC1)Cc1cc2cc(C)ccc2[nH]c1=O (configuration not stated)	-0.4%	-5.2%	-5.8%	-8.0	?	-5.3%	-0.6%	2.1%	3.5%	-1.6	-1.8%
O=C(N/N=C/c1ccsc1)c1cc(-c2cccs2)nc2ccccc12	?	-1.1%	-15.2%	-0.1	19.0%	2.4%	-1.4%	2.6%	-2.6%	1.4	-9.5%
O=C(O)Cc1sc(-c2ccccc2Cl)nc1-c1ccccc1	?	18.2%	-0.4%	-20.3	.	-2.2%	5.9%	7.7%	7.5%	-13.8	-0.6%
O=C(O)C1CCN(C(=O)COc2ccc(Br)cc2)CC1	?	-2.0%	12.4%	-11.6	1.1%	-2.8%	2.7%	-0.4%	0.6%	3.0	1.4%
Cc1[nH]c2ccccc2c1/C=N\NC(=O)c1ccco1	?	.	.	-3.9	5.5%	-0.7%	-12.8%	3.3%	-2.3%	4.7	0.4%
N/C(=N/OC(=O)c1ccccc1Cl)c1nonc1N	17.5%	-58.9%	2.5%	-24.3	-28.0%	8.1%	-21.5%	6.0%	-1.5%	-2.6	2.6%
CCCCn1ccnc1C(=O)c1ccc(S(=O)(=O)N(CCOC)CCOC)cc1	-2.7%	-16.1%	-2.2%	1.5	9.6%	0.3%	-5.1%	-1.7%	-1.5%	4.8	-1.8%
COc1cccc(NC(=O)c2ccc3c(c2)OCCO3)c1	?	-59.1%	5.4%	3.1	-7.5%	14.3%	-3.8%	-12.5%	-2.5%	-13.1	1.6%
Cc1ccc(S(=O)(=O)N2CCC(C(=O)N[C@@H](C)C(=O)NCc3ccccc3)CC2)cc1	2.5%	-1.3%	-1.9%	4.9	-0.4%	-0.4%	3.2%	0.8%	1.1%	-29.2	1.2%
Cc1noc(C)c1CSc1nc2ccccc2c(=O)n1-c1ccc(Cl)cc1	?	-0.9%	-2.0%	14.4	-4.2%	1.3%	-18.5%	20.3%	-5.4%	3.6	-7.5%
CC(=O)CCC(=O)OCC(=O)c1ccc(C(F)(F)F)cc1	12.8%	14.8%	.	-11.3	-3.8%	-0.9%	19.3%	-1.3%	1.3%	24.1	5.1%
CN1C(=O)[C@H]2[C@@H](/C=C/c3ccccc3)N3C(=O)CN(CCO)C(=O)[C@@]3(C)[C@H]2C1=O	5.1%	-1.8%	-18.2%	-11.1	-0.9%	.	14.7%	-0.9%	-0.3%	-5.6	1.0%
COc1ccc(C(=O)c2oc3ccc(OC)cc3c2NC(C)=O)cc1	-0.5%	.	-12.8%	-0.6	2.0%	9.2%	15.7%	-5.8%	111.3%[activator]	-0.3	-1.5%
CCOC(=O)CCNC(=O)N1CCCC(CNS(=O)(=O)Cc2ccccc2)C1 (configuration not stated)	-0.7%	-1.2%	5.9%	-1.1	3.2%	-3.2%	2.4%	-3.3%	-5.0%	4.5	7.7%
c1ccc(-c2nc3nc4ccccc4nc3n2CC2CCCO2)cc1 (configuration not stated)	17.8%	-5.0%	.	-0.8	?	2.3%	8.8%	4.1%	95.2%[activator]	-4.6	0.3%
O=C(NCCCO)c1cc2c(cn1)[nH]c1ccccc12	-1.4%	.	?	4.2	2.5%	.	-1.4%	6.4%	-1.4%	5.0	-1.8%

(list continues)
SMILES	BCR signal inh	PKM2 act	Menin MLL FP TR	hERG WT inh	MBNL1 CUG block	GALK inhibitor	Eya2 phos inh	Mito fusion yeast	ASM inhibitor	TSHR antagonist	USP2a block
CCc1cc2c(SCC(=O)N(CC)c3c(N)n(Cc4ccccc4)c(=O)[nH]c3=O)ncnc2s1	?	3.7%	4.2%	-9.5	1.6%	-1.9%	3.4%	-2.4%	3.8%	-10.4	1.3%
COc1ccc([C@H]2CC(=O)C=C(c3c(OC)cccc3OC)C2)cc1	-19.7%	.	.	3.8	.	.	4.5%	9.2%	-11.6%	16.0	-0.2%
COc1ccc(Cl)cc1N1C(=O)C2CCCN2C1c1sccc1C (configuration not stated)	?	2.1%	-6.4%	1.3	-13.9%	0.5%	7.1%	3.0%	0.6%	15.0	1.8%
O=C(CCNS(=O)(=O)c1ccccc1C(F)(F)F)N1CCN(c2ccccc2O)CC1	-1.3%	.	.	1.3	.	.	31.2%	-0.5%	0.3%	-3.1	1.4%
O=C(Nc1ccccc1N1CCCCC1)c1ccc(Cl)c([N+](=O)[O-])c1	3.5%	-0.1%	-3.8%	-1.8	-1.6%	5.6%	14.6%	-1.1%	-3.8%	-37.9	0.6%
COc1cccc(C(C(=O)NC2CCCC2)N(Cc2ccc(C)cc2)C(=O)c2ccco2)c1OC (configuration not stated)	-0.3%	4.8%	-0.9%	6.6	0.5%	-3.1%	1.2%	0.0%	-0.2%	-10.0	4.4%
CCc1c(C)n([O-])c2c([n+]1=O)CCC2	?	3.1%	-3.2%	1.0	-5.8%	-0.5%	-13.6%	1.3%	-2.7%	-8.0	-2.8%
COC(=O)c1ccc2c(=O)n(-c3ccc(OC)cc3)c(=S)[nH]c2c1	15.8%	-13.2%	-1.3%	-1.0	.	0.2%	2.0%	-2.9%	8.2%	3.1	1.4%
O=C(N1CCOCC1)N1CCN(c2ccccn2)CC1	0.4%	-1.0%	-4.3%	4.4	?	0.7%	5.9%	-1.6%	2.8%	6.2	3.3%
CN(C)CCCN(Cc1ccccc1)C(=S)Nc1ccc(SC(F)F)cc1	-7.3%	0.3%	0.8%	10.0	-3.9%	-2.4%	-1.3%	-13.5%	1.3%	4.4	-0.9%

Some of the compounds tested, so the mix of outcomes need not match the whole.
